Screens: PubChem, National Center for Advancing Translational Sciences (NCATS)
EPAC1 agonist – qHTS for Agonist of cAMP-regulated guanine nucleotide exchange factor 3 (EPAC1): primary screen; Rap guanine nucleotide exchange factor 3 (Homo sapiens), O95398; EPAC1 agonist qHTS, biochemical assay; response scale: 100% = response to 6.5 mM cAMP; Potency, µM (series often up to 154 µM), inactives show at the top dose activation, actives largely listed as activators; hit rate 0.073% among 360,000; AID 720707, 2013; further: potency means the concentration at half of the fitted maximal effect; nearly all actives have a fitted effect of over 60% in size
Target sequence (O95398 whole entry, looked up): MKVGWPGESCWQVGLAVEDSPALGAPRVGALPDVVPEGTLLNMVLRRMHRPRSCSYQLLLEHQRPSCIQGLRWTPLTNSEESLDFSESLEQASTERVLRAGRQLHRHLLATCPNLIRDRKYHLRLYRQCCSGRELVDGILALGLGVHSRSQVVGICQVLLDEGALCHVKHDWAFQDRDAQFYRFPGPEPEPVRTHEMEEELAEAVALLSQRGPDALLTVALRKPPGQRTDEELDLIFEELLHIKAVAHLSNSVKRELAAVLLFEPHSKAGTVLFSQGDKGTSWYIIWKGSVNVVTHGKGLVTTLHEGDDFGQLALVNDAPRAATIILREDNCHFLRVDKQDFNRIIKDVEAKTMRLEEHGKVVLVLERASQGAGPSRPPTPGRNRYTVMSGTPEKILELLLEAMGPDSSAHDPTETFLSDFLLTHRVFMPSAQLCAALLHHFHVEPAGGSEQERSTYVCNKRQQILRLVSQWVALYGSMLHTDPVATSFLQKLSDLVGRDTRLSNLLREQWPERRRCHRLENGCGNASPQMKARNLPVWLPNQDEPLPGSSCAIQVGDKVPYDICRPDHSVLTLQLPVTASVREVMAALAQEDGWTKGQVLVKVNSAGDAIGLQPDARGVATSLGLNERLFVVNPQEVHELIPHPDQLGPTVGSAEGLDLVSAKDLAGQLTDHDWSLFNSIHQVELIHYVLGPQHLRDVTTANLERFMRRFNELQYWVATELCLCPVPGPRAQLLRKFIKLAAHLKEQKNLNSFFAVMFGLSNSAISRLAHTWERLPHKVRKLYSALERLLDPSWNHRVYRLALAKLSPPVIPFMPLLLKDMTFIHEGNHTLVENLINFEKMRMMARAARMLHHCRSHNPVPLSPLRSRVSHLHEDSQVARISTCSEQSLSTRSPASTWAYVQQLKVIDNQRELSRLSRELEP
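Nucleotide exchange assay: 100 nM EPAC1 with 250 nM Rap1B loaded with BODIPY-GDP and 50 uM GDP, room temperature. Fluorescence (480/540 nm) read every 5 min for 30 min; signal change normalized to 6.5 mM cAMP as full agonist.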
EPAC1 antag – qHTS for Antagonist of cAMP-regulated guanine nucleotide exchange factor 3 (EPAC1): primary screen. Rap guanine nucleotide exchange factor 3 (Homo sapiens), O95398. hit rate 0.14% among 360,000. Potency, µM (series often up to 115 µM), for inactives: at the highest dose activity change, negative = inhibition, hits mostly inhibitors. EPAC1 GEF assay, Rap1b-BODIPY-GDP exchange fluorescence;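 further: potency means the concentration at half of the fitted maximal effect; plate controls were vehicle for no effect and positive control for full effect; nearly all actives have a fitted effect of over 50% in size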
GLP-1R inv ag – qHTS of GLP-1 Receptor Inverse Agonists (Inhibition Mode); Glucagon-like peptide 1 receptor (Homo sapiens), P43220; hit rate 1.6% among 410,000; HEK293 GLP-1R CRE-luciferase, luminescence, 24 h; GLP-1R form is constitutively active; Potency, µM (titrated, usually from 38.3 µM), for the others: at the highest dose activity change, negative = inhibition, most hits filed as inhibitors; AID 624417, 2012; further: potency means the concentration at half of the fitted maximal effect; on the % scale 0 is the no-effect control and ±100 the full control effect; nearly all actives have a fitted effect of over 55% in size
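Inverse agonists were sought by their lowering of basal cAMP reporter luciferase output in HEK293 cells stably carrying constitutively active human GLP-1R, after 24 h compound treatment.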
PLK1 PBD block – qHTS for Inhibitors of PLK1-PDB (polo-like kinase 1 - polo-box domain): Primary Screen. Serine/threonine-protein kinase PLK1 (Homo sapiens), P53350. hit rate 2.8% among 360,000. Plk1 PBD binding of FITC phosphopeptide, fluorescence polarization. Potency, µM, for inactives: max response, negative = inhibition, actives largely listed as inhibitors; further: potency means the concentration at half of the fitted maximal effect; series mostly up to about 57 µM; on the % scale 0 is the no-effect control and ±100 the full control effect; nearly all actives have a fitted effect of over 65% in size
GLP1R cytotox – qHTS of GLP-1 Receptor Inverse Agonists: Cytotox Screen | HEK293 cAMP-luciferase reporter cells, luminescence, 24 h | Potency, µM (top dose mostly 38.3 µM), without a hit: top-dose activity change, negative = inhibition, most hits filed as inhibitors | hit rate 0.13% among 410,000 | AID 624418, 2012;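 further: loss of luciferase light is scored as toxicity; potency means the concentration at half of the fitted maximal effect; on the % scale 0 is the no-effect control and ±100 the full control effect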
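Quantitative HTS format, 1536 wells, 200 cells/uL seeded. Compounds: 23 nL, 24 h, 37 °C. Detection: luciferase reagent, luminescence at 12 min RT; decreased signal taken as cytotoxic.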
PTHR1 ag – qHTS for PTHR1 Agonists: Primary Screen; hit rate 0.075% among 410,000; HEK293 GP2 PTHR1 cells, GloSensor cAMP luminescence, 1 h; Potency, µM (top dose mostly 115 µM), for inactives: top-dose activation, most hits filed as activators; AID 743266, 2014; further: potency means the concentration at half of the fitted maximal effect; nearly all actives have a fitted effect of over 55% in size; some results filed as inactive show a strong effect at the top dose; inactives centre near -15; many of its hits are not listed in these tables
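HEK-293-derived GP2 cells expressing PTHR1 and a GloSensor cAMP reporter, 3,000/well, plated overnight, given luciferin plus IBMX (each 0.5 mM as added) for 1 h at 37 °C, then compound for 1 h at 37 °C. Luminescence was read after 15 min at room temperature.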
IL2 activator – qHTS of IL-2 Activators | AID 652025, 2013 | activation, % (series mostly up to about 46 µM) | hit rate 0.065% among 360,000 | IL-2 activation reporter assay, cell-based qHTS; stimulated with anti-CD3/CD4/CD28 beads; in transgenic mouse T cells; in the data active means activation above about 50%; inconclusive means mostly about 30% to 49%; further: 0% is about no effect
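First, unstimulated transgenic mouse T cells were exposed to compound for 60 min. Next, anti-CD3/anti-CD4-coated beads with anti-CD28 were added. Finally, after 18 h at 37 degrees C, EGFP and DsRed were imaged.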
GLP-1R agonist – qHTS of GLP-1 Receptor Agonists. Glucagon-like peptide 1 receptor (Homo sapiens), P43220. HEK293 GLP-1R CRE-luciferase, luminescence, 4-6 h; cells express a hypersensitive GLP-1R form. Potency, µM (highest dose often 45.6 µM), inactives show at the highest dose activation, most hits filed as activators. hit rate 0.007% among 380,000. AID 624172, 2012; further: potency means the concentration at half of the fitted maximal effect; % of control where 0% means no effect
PI5P4Ka inh – qHTS for Inhibitors of phosphatidylinositol 5-phosphate 4-kinase (PI5P4K) | max response, % | PI5P4Kalpha enzyme, ADP-Glo luminescence, 60 min; active compounds read low | hit rate 1.2% among 330,000 | AID 652105, 2013; active means max response of -50% or lower; inconclusive means between -30% and -50%; inactive means -30% or higher; further: value at the top dose of about 77 µM; on the % scale 0 is the no-effect control and ±100 the full control effect
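Luminescence from ADP-Glo served as readout of PI5P4Kalpha activity in a qHTS format. Reaction: enzyme, substrate, compound, ATP at 5 microM final, 60 min at RT.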
* hit, by the source's call; i = inactive; ? = inconclusive; . = not tested or not shown; & = joins results of further samples; [ ] = dose if it differs, or a comment. Unless noted, the call rests on the fitted dose curve; in most records, active means well fitted curve in the direction sought with a large enough effect; inconclusive means small, poorly fitted or top-dose-only effect, or another doubt; inactive means no such curve, though single readings can be large; an effect the other way counts as inactive or inconclusive. These rows are one share of the data (hit frequency here may not be typical).

SMILES	EPAC1 agonist	EPAC1 antag	GLP-1R inv ag	PLK1 PBD block	GLP1R cytotox	PTHR1 ag	IL2 activator	GLP-1R agonist	PI5P4Ka inh
Cc1ccoc1C(=O)NCCCNC(=O)c1occc1C	4%	-4%	4%	27µM*	-11%	i	-0.8	-6%	-9
CCC(C)NC(=O)CSc1nc2c(sc(=S)n2-c2cc(Cl)ccc2OC)c(=O)[nH]1 (configuration not stated)	-5%	1%	?	-8%	6%	-31%[inhibitor]	-0.1	-2%	-2
CC(OC(=O)c1cccc(-n2cnnn2)c1)C(=O)c1ccccc1 (configuration not stated)	5%	0%	53%[activator]	2%	9%	i	-0.6	7%	-1
COCCn1c(C)cc(C(=O)COc2nc3ccccc3nc2C)c1C	-2%	4%	-6%	-3%	-16%	-1%[57.5 µM]	?	2%	-5
CCOc1cc(C2C(C(C)=O)=C(O)C(=O)N2CCc2c[nH]c3ccccc23)ccc1O (configuration not stated)	2%	-3%	-31%	3%	4%	i	-0.1	0%	1
CCCNC(=O)c1cc(-c2ccc(OC)cc2)on1	7%	-6%	2%	-1%	3%	i	-1.4	3%	.
COc1nc(OCCNC(=O)Nc2ccccc2)nc(N(C)C)n1	-1%	-20%	26%	-8%	20%	i	-0.5	12%	10
CC(NS(=O)(=O)c1ccc(CCC(=O)NCc2ccco2)cc1)c1ccccc1 (configuration not stated)	4%	10%	1%	-5%	4%	i	-0.4	-1%	0
O=S(CC(O)(c1ccccc1)c1ccccc1)CC(O)(c1ccccc1)c1ccccc1	1%	-19%	?	-8%	2%	-47%[inhibitor]	-3.5	-1%	-3
COc1ccc(CCNC(=S)Nc2ccc(C(C)C)cc2)cc1	-3%	-8%	?	-11%	1%	-25%	-1.0	7%	6
Cc1cc(O)c(C(=O)/C=C/c2ccccc2)c(=O)o1	4%	-18%	-5%	-11%	7%	-20%	5.7	0%	-50*
CC1CC(C)(C)NC(=S)N1CCCC(=O)NCCc1ccc(Cl)cc1 (configuration not stated)	-7%	0%	10%[7.66 µM]	4%	5%[7.66 µM]	i	-0.3	0%	0

An excerpt from above in order of length of the SMILES, low to high:
SMILES	EPAC1 agonist	EPAC1 antag	GLP-1R inv ag	PLK1 PBD block	GLP1R cytotox	PTHR1 ag	IL2 activator	GLP-1R agonist	PI5P4Ka inh
Cc1cc(O)c(C(=O)/C=C/c2ccccc2)c(=O)o1	4%	-18%	-5%	-11%	7%	-20%	5.7	0%	-50*
CC(OC(=O)c1cccc(-n2cnnn2)c1)C(=O)c1ccccc1 (configuration not stated)	5%	0%	53%[activator]	2%	9%	i	-0.6	7%	-1
CC(NS(=O)(=O)c1ccc(CCC(=O)NCc2ccco2)cc1)c1ccccc1 (configuration not stated)	4%	10%	1%	-5%	4%	i	-0.4	-1%	0

Next part.
SMILES	EPAC1 agonist	EPAC1 antag	GLP-1R inv ag	PLK1 PBD block	GLP1R cytotox	PTHR1 ag	IL2 activator	GLP-1R agonist	PI5P4Ka inh
COc1ccc(CCNC2=C(Cl)C(=O)N(CCc3ccccc3)C2=O)cc1OC	16%	-22%	?	-16%	97%[activator]	-38%[inhibitor]	-3.4	-9%	5
COc1cc(C2/C(=C(\O)c3ccc4c(c3)OCCO4)C(=O)C(=O)N2Cc2ccccc2)ccc1O (configuration not stated)	0%	-3%	9%	-17%	-2%	-11%	1.3	-3%	-2
CC1CN(S(=O)(=O)c2cccc(C(=O)OCC(=O)N3CCCCCC3)c2)CC(C)O1 (configuration not stated)	9%	5%	-19%	-13%	-1%	-17%	0.2	12%	1
CCCC(=O)N1CCN(c2nnc(-c3ccc(C)cc3)c3ccccc23)CC1	-5%	-17%	?	-4%	-17%	-33%[inhibitor]	0.5	-4%	0
CCOC(=O)c1c(-c2ccc(C)o2)csc1N	4%	3%	9%	-17%	5%	0%[57.5 µM]	0.6	7%	3
COc1ccc(CCC(C(O)C(F)(F)F)S(=O)c2ccccc2)cc1 (configuration not stated)	-4%	1%	?	?	4%	-2%[57.5 µM]	0.6	-1%	.
N#Cc1ccccc1S(=O)(=O)N1CCN(C(=O)c2cc(=O)[nH]c3ccccc23)CC1	9%	-5%	2%	-7%	10%	-18%	0.1	1%	0
CC(=O)c1ccc(OCC(=O)OC(C)C(=O)NC2CCCCC2C)cc1 (configuration not stated)	0%	-6%	2%	-1%	-27%	i	0.7	13%	3
CCN(c1ccccc1)S(=O)(=O)c1nnc(NC(=O)c2ccccc2OC)s1	7%	-8%	?	-3%	-11%&-11%	-62%&-54%[inhibitor]	-2.4	-5%	-3
O=C(Nc1ccc(F)cc1)c1ccc(=O)[nH]n1	4%	-15%	6%	-9%	2%	-9%	-0.2	19%	1
COc1ccccc1NC(=O)Nc1nc(CC(=O)N2CCN(c3ccccc3F)CC2)cs1	11%	-26%	10µM*	-16%	-12%	-72%[inhibitor]	-0.6	-1%	4
O=C(CSc1ccc([N+](=O)[O-])cn1)Nc1ccc(N2CCOCC2)cc1	8%	-1%	9%	-2%	-3%	-27%	-0.5	-1%	2

Quoted at random: two compounds from above.
SMILES	EPAC1 agonist	EPAC1 antag	GLP-1R inv ag	PLK1 PBD block	GLP1R cytotox	PTHR1 ag	IL2 activator	GLP-1R agonist	PI5P4Ka inh
CCCC(=O)N1CCN(c2nnc(-c3ccc(C)cc3)c3ccccc23)CC1	-5%	-17%	?	-4%	-17%	-33%[inhibitor]	0.5	-4%	0
COc1ccccc1NC(=O)Nc1nc(CC(=O)N2CCN(c3ccccc3F)CC2)cs1	11%	-26%	10µM*	-16%	-12%	-72%[inhibitor]	-0.6	-1%	4

More structures:
SMILES	EPAC1 agonist	EPAC1 antag	GLP-1R inv ag	PLK1 PBD block	GLP1R cytotox	PTHR1 ag	IL2 activator	GLP-1R agonist	PI5P4Ka inh
Cc1cccc(C)c1NC(=O)C(c1ccc(-c2ccccc2)cc1)n1c(=O)c(-c2cc3ccccc3[nH]2)nc2ccccc21 (configuration not stated)	-9%	-15%	?	6%	331%[activator]	i	-0.1	.	1
CCCn1nnnc1NC(=O)COc1ccc(Br)cc1	-3%	12%	4%	-4%	0%	-4%	1.5	0%	-8
O=C(NCc1ccco1)c1ccc2c(c1)C(=O)N(Cc1ccccc1)C2=O	1%	-12%	11%	-3%	8%	-3%	3.3	-15%	-8
O=C(CC[C@H]1O[C@@H](n2ccc(=O)[nH]c2=O)[C@H](O)[C@@H]1O)N[C@H](Cc1ccccc1)C(=O)NCc1ccc2c(c1)OCO2	-22%	-6%	6%	-6%	-1%	-17%	0.7	-3%	0
Cc1nn(Cc2cccc(C(=O)NCC(C)C)c2)c(C)c1Br	1%	-4%	?	1%	-5%	-10%[57.5 µM]	-2.4	11%	2
O=C(Nc1ccccc1-c1ccccc1)c1ccc(Cl)c([N+](=O)[O-])c1	-2%	0%	0%	1%	-4%	-27%	-1.0	-29%	7
Cc1cnc(NC(=O)C2CCC(C(C)(C)C)CC2)s1 (configuration not stated)	-17%	-12%	9%	-7%	1%	-4%	-1.9	12%	23
CCN(CC(O)COc1ccc(OCC(O)CN(CC)C2CCCCC2)cc1)C1CCCCC1 (configuration not stated)	-2%	-9%	2.2µM*	-4%	-19%	-5%	0.4	1%	10
O=C(NCC1CCCCC1)c1ccc(F)cc1Cl	-1%	-2%	-6%	0%	22%	i	0.0	1%	6
O=C(NC1CC2CCC(C1)N2Cc1nnnn1Cc1ccco1)NC12CC3CC(CC(C3)C1)C2 (configuration not stated)	10%	9%	10µM*	-10%	-9%	-88%[inhibitor]	1.4	-11%	.
COc1ccccc1CN1CCNC(=O)C1CC(=O)NCCC1=CCCCC1 (configuration not stated)	3%	4%	-9%	-7%	-26%	-24%	-0.4	9%	-6
C=CCN(CC=C)C(=O)c1cc2ccccc2c(=O)o1	7%	-7%	4%	-17%	9%	-23%	-2.7	2%	-3
COc1ccc(CCNC(=O)c2cc3c(=O)n4ccccc4nc3n(C3CCCCC3)c2=N)cc1OC	-4%	-9%	-14%	4%	-27%	i	-1.0	12%	0
C/C(=N\NC(=O)CC#N)c1cc2ccccc2oc1=O	3%	?	12%	-2%	-3%	-1%	-1.1	-2%	-9
CCC(=NCCc1ccc(OC)c(OC)c1)C1=C(O)CC(C)(C)CC1=O	2%	4%	13%	-9%	7%	-4%	3.6	1%	-10
NNC(=O)c1sc2cc(C(F)(F)F)cnc2c1-c1cccs1	-2%	-24%	15%	-4%	-8%	i	0.0	13%	-2
CCCn1nnnc1-c1cccc(Cl)c1	4%	-1%	0%	0%	-17%	i	-2.2	-5%	.
CSc1ccc(/C=C/c2nc3ccccc3n2S(=O)(=O)c2cccc(Cl)c2)cc1	.	.	?	.	-12%	-30%	.	-6%	.

An excerpt from above, reduced to GLP1R cytotox:
compound	GLP1R cytotox
CCOc1cc(C2C(C(C)=O)=C(O)C(=O)N2CCc2c[nH]c3ccccc23)ccc1O (configuration not stated)	4%
O=C(Nc1ccccc1-c1ccccc1)c1ccc(Cl)c([N+](=O)[O-])c1	-4%
